From PubChem BioAssay
proCasp3 act = activators of human procaspase-3 D3A mutant, primary screen, biochemical, absorbance, PC-3 D3A mutant, single concentration; actives 0.11% (n = 330,000); Caspase-3 (Homo sapiens), P42574; recombinant procaspase-3 D3A, Ac-DEVD-pNA absorbance 405 nm; activation, % at 8.5 µM;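 active = activation above the mean of all tested compounds plus 3 SD, cut at about 21% in these data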;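 also: 0% = DMSO alone and 100% = DMSO wells spiked with extra 5 µM PC-3 D3A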
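material = Procaspase-3 D3A mutant | probe or stimulus = Ac-DEVD-pNA | compound = single dose, 8.5 µM nominal compound, 0.8% DMSO | timing = 1 h preincubation, 2 h reaction | measured by = 405 nm absorbance of p-nitroaniline, reads at 0 and 120 min | benchmarks = DMSO-only low control, 5 µM PC-3 D3A high control | repeats = singlicate, each compound tested once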
proCasp7 act = procaspase-7 activators, primary screen, counter-screen for procaspase-3 activator project, biochemical, absorbance, HTS, human; actives 0.093% (n = 330,000); Caspase-7 (Homo sapiens), P55210; activation, % at 8.5 µM; recombinant procaspase-7, Ac-DEVD-pNA absorbance 405 nm; D23A/D198A/D206A triple mutant, cannot self-cleave; scale: DMSO 0, 5 µM enzyme 100;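 active = percent activation above the screen-wide mean plus 3 SD, cut at about 25% in these data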
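System: Procaspase-7 triple mutant (PC-7 D3A); measure: % activation from two-timepoint absorbance difference, scaled to controls; times: 1 h compound preincubation, 2 h substrate cleavage, 25 °C; also added: Ac-DEVD-pNA substrate, 400 µM as added; measured by: Epi-absorbance of released pNA at 405 nm, two timepoints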
PP1 counter = PP1-alpha phosphatase inhibitors, primary screen, counter-screen for PP5 inhibitor project, biochemical, fluorescence, OMFP substrate, single point; Serine/threonine-protein phosphatase PP1-alpha catalytic subunit (Homo sapiens), P62136; actives 0.9% (n = 320,000); inhibition, % at 6.7 µM; purified PP1alpha;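 active = inhibition above the mean inhibition of all tested compounds plus 3 SD, computed separately for each screening campaign, cut at about 15% in these data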
GRK2 aptamer HTS = compounds blocking aptamer binding on GRK2 – biochemical, human GRK2, bead flow cytometry, HTS, primary screen. actives 0.59% (n = 330,000). Beta-adrenergic receptor kinase 1 (Homo sapiens), P25098. FAM-aptamer displacement from GRK2. inhibition of aptamer binding, % at 10 µM;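 active = inhibition of aptamer binding above 40%, roughly 3 SD of noise, on plates passing a quality check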;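 also: median bead fluorescence of bound FAM aptamer so fluorescent compounds give negative values; no value below 0 was filed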
core dimer inh = inhibitors of HCV core protein dimerization, primary screen, biochemical, TR-FRET, high-throughput. inhibition, % at 5 µM. TR-FRET GST/Flag-core106 dimerization, 1536-well. actives 0.33% (n = 300,000);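 active = inhibition above the mean of all tested compounds plus 3 SD, set per screening campaign, cut at about 45% in these data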
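System: GST-tagged and Flag-tagged HCV core protein residues 1-106 / Input: core106 proteins, GST 13.5 nM and Flag 17 nM / Buffer or medium: KF-containing HEPES buffer, pH 7.45, DTT, CHAPS, BSA / Probe or stimulus: Eu-anti-GST and XL665-anti-Flag labelled anti-tag antibodies / Schedule: 4 h, 22.5 °C incubation / Technique: TR-FRET 671 and 617 nm emission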
CTSL1 counter = Fasciola hepatica cathepsin L1 inhibitors, primary screen, counter-screen for PFM18AAP inhibitor project, biochemical, QFRET, fluorogenic peptide substrate; recombinant F. hepatica cathepsin L1, Z-Leu-Arg-MCA fluorescence; inhibition, % at 5.96 µM; actives 0.49% (n = 300,000); AID 1906, 2009;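 active = inhibition above the mean of all tested compounds plus 3 SD, set per screening campaign, cut at about 17% in these data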;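 also: 0% = plate median of test compound wells and 100% = 1 µM Z-Phe-Ala-diazomethylketone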
VLA-4 inh = inhibition in human VLA-4 binding assay, primary screen, VLA-4 allosteric modulator project, MLPCN library, flow cytometry, VLA-4 expressing cells | Integrin alpha-4 (Homo sapiens), P13612 | ligand binding flow cytometry | inhibition, % (about 7 µM as worked out from the volumes in the protocol) | actives 0.2% (n = 330,000) | AID 2557, 2010; in the data active = inhibition above about 50%
Target sequence (P13612 whole entry, looked up): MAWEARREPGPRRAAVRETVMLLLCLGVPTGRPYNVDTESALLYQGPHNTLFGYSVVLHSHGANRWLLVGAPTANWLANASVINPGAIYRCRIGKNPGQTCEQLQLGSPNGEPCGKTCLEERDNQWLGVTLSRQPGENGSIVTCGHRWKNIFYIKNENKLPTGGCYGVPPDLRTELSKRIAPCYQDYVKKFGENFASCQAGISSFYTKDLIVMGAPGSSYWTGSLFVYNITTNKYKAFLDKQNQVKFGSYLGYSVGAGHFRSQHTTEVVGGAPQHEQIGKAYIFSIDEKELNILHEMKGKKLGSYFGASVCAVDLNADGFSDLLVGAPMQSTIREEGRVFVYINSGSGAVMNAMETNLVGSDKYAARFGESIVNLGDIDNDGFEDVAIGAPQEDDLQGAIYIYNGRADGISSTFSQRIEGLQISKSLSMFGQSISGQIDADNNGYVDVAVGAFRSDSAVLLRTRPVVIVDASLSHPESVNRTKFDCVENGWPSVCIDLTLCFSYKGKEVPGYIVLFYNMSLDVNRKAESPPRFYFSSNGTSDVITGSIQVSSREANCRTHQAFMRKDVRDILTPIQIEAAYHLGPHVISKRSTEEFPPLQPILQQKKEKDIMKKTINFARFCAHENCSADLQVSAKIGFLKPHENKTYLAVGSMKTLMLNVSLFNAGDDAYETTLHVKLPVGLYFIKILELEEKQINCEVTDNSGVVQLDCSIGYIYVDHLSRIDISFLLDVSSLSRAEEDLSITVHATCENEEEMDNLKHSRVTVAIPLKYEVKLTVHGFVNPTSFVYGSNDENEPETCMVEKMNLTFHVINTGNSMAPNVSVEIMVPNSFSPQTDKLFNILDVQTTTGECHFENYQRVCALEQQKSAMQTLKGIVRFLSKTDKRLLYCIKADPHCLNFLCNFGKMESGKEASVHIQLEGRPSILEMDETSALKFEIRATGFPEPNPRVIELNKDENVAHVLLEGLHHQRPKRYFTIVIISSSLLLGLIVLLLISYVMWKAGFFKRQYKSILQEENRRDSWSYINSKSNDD
GASC-1 inh = inhibitors of GASC-1 histone demethylase, primary screen, biochemical, fluorescence, DELFIA europium | Lysine-specific demethylase 4C (Homo sapiens), Q9H3R0 | inhibition, % at 2.35 µM | GST-JMJD2C(1-420) H3K9me3 demethylation | actives 0.069% (n = 330,000);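 active = more than half of a compound's replicate wells show inhibition beyond 50%, single wells judged on their own value; inconclusive = some, but no more than half, of replicates pass 50% inhibition; inactive = no replicate passes 50% inhibition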;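 also: signal counts dimethyl H3K9 product captured on neutravidin plate; 0% = median of DMSO wells and 100% = 0.3 times that DMSO median; strong numbers were not always called active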
PP5 inh = PP5 phosphatase inhibitors, primary screen, biochemical, fluorescence | Serine/threonine-protein phosphatase 5 (Homo sapiens), P53041 | purified PP5c, OMFP substrate fluorescence | inhibition, % at 6.7 µM | actives 0.18% (n = 320,000);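 active = inhibition above the campaign's mean inhibition across all tested compounds plus 3 SD, cut at about 9.5% in these data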;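 also: 0% = DMSO only and 100% = 100 µM cantharidin control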
* hit, by the source's call; ? = inconclusive; · = no result given.

SMILES	proCasp3 act	proCasp7 act	PP1 counter	GRK2 aptamer HTS	core dimer inh	CTSL1 counter	VLA-4 inh	GASC-1 inh	PP5 inh
CCCCN1CC(=O)N2[C@H](c3ccc(Cl)cc3)[C@@H]3C(=O)N(CC)C(=O)[C@@H]3[C@]2(Cc2ccccc2)C1=O	6.2	-2.3	3.1	0.0	0.3	-1.2	-7.5	15.3	-0.5
COc1cccc(Sc2nc(-c3ccccc3)ncc2S(C)(=O)=O)c1	-0.1	-3.0	1.8	0.0	-13.0	0.2	-0.6	10.2	0.3
CC1CCN(Cc2c(C(=O)N/N=C/c3ccc(C(C)(C)C)cc3)nnn2-c2nonc2N)CC1	6.9	9.9	2.3	0.0	14.7	0.0	5.3	2.4	-0.6
CCOC(CNc1c([N+](=O)[O-])c(=O)n(C)c(=O)n1C)OCC	-4.1	-0.2	-0.5	0.0	-1.8	2.1	4.8	-0.2	1.8
O=C(NCC(=O)N1CCN(C(=O)c2ccccc2)CC1)c1ccccc1	8.0	9.8	-7.0	6.0	·	·	-1.8	2.4	1.7
CS(=O)(=O)N(CC(=O)N1CCCC1)c1cccc(Cl)c1	1.1	-2.1	0.8	4.0	-4.6	3.0	-2.1	1.0	-1.3
Cc1ccc(C(=O)N2CCN(c3ncnc4c3cnn4-c3ccccc3)CC2)cc1	6.5	9.0	0.9	1.0	7.4	-0.6	2.3	8.0	3.3
Cc1ccc(S(=O)(=O)Nc2ccc(C(=O)NCCCN3CCOCC3)cc2)cc1[N+](=O)[O-]	-2.1	0.9	-4.1	1.0	-2.5	-2.2	-0.2	-3.5	-0.4
Cc1ccc(S(=O)(=O)N(C)CCCC(=O)Nc2ccc(F)cc2)cc1	9.9	3.7	-3.3	4.0	-18.6	0.1	-14.8	0.0	0.4
O=C(c1ccc2c(c1)OCO2)N1CCN(S(=O)(=O)N2CCCCC2)CC1	-0.2	4.5	0.2	0.0	-13.4	-5.4	5.8	?	2.0
CCN(CC)CCCNC(=O)c1cc(-c2ccc(O)cc2)on1	-0.6	10.1	-0.5	0.0	4.8	-0.6	-17.7	4.9	0.1
O=C(NCCc1ccc(C(F)(F)F)cc1)C1COc2ccccc2O1 (stereo not drawn)	-2.2	-4.5	-2.3	7.0	-13.4	3.8	8.2	-14.5	0.9
Cc1c(NC(=O)c2ccc(Br)s2)c(=O)n(-c2ccccc2)n1C	-7.6	2.8	1.3	0.0	1.8	-0.8	17.3	1.6	0.1
CCc1ccc(CN2CCC(C(=O)Nc3cccc(-c4nnc(C)s4)c3)CC2)o1	-4.3	-3.3	-0.6	0.0	5.5	2.9	-0.1	23.3	-0.7
O=C(Cc1ccc(Cl)cc1)OCc1nnc(-c2ccccc2)o1	6.8	6.5	0.2	1.0	1.5	-0.1	12.4	-1.7	-0.3
CCOc1ccccc1N1CCN(Cc2cccc(OC)c2O)CC1	1.1	-2.9	0.5	0.0	2.0	1.1	-8.7	-3.2	1.0
COc1ccccc1/C=C1\SC(=S)N(CCC(=O)NCCCn2ccnc2)C1=O	-7.1	-17.1	2.1	0.0	-2.3	2.1	3.6	18.9	1.1
COc1ccc(NC2=C3CC(C)CC=C3N(c3ccc(OC)cc3)C2=O)cc1 (stereo not drawn)	-4.6	-7.2	-6.4	1.0	15.9	-2.7	6.2	-3.3	1.1
CCCc1nnc(NC(=O)CCC(=O)N2CCN(c3nc(C)cc(C)n3)CC2)s1	-1.7	-1.8	-0.4	0.0	-1.4	-0.8	5.3	-157.6	-1.8
C=CCOc1ccn(C)c(=O)n1	4.7	0.1	-8.0	1.0	-41.2	-2.8	17.6	-5.0	-0.7
CC(C)[C@@H](C(=O)N[C@@H](C(=O)O)c1ccccc1)N1C(=O)N2CCc3c([nH]c4ccccc34)[C@@]2(C)C1=O	11.7	3.3	-2.4	3.0	2.0	4.7	-8.4	3.9	0.6
N#CCSc1nnc2c(Cl)cc(Cl)cn12	-0.7	4.7	-4.3	0.0	-6.0	1.8	-1.9	-2.1	0.3
Cc1cc(S(=O)(=O)NCc2ccccc2)ccc1OCC(=O)NCc1ccncc1	9.5	0.1	0.1	1.0	5.7	-1.2	-2.7	72.1	4.7
Cc1ccc(/C=C/C(=O)O)cc1S(=O)(=O)N(C)CCO	2.5	-6.4	-3.1	5.0	-5.0	2.2	2.7	-2.6	-2.3
CN(Cc1nc(-c2ccccn2)no1)S(=O)(=O)c1ccc(Cl)cc1	-0.3	8.2	-2.4	0.0	-3.3	1.0	1.2	11.8	0.9
COc1ccc(NC(=O)CSc2nnc3ccc(-c4ccccn4)nn23)c(OC)c1	4.5	10.4	-11.4	3.0	3.1	0.7	-1.5	-4.7	0.5
COc1ccc2oc(C(=O)OCC(=O)N3CCCC3=O)c(C)c2c1	6.9	10.0	-2.6	1.0	-8.6	-2.1	4.9	-12.0	1.3
COc1cccc(C2CC(c3ccccc3OC)n3ncnc3N2)c1 (stereo not drawn)	4.0	5.6	1.9	1.0	-3.1	-0.1	15.1	-8.7	1.0
Cc1ccc(CN(C)C(=O)C2CCC(=O)N(C3CCCCCC3)C2)cc1 (stereo not drawn)	-2.0	5.8	-1.7	2.0	-7.6	5.6	-8.4	3.6	-0.4
CSc1cc(-c2ccccc2)n(Cc2ccccc2Cl)c(=O)c1C#N	-8.8	-1.5	0.4	1.0	-2.2	-1.3	6.9	1.2	2.1
O=C(NCC1CCCO1)c1ccc2c(c1)N(Cc1ccccc1)C(=O)CS2=O (stereo not drawn)	-10.8	-20.1	-1.5	1.0	-0.3	-0.5	5.8	7.7	-0.6
COc1cccc(-c2nc(CS(=O)(=O)CC(=O)Nc3c(C)cccc3C)c(C)o2)c1	7.1	-9.1	-1.7	2.0	0.5	2.7	8.8	-1.5	2.4
CCOC(=O)C1=C(C)NC(C)=C(C(=O)OCC)C1C(=O)OCC(=O)N(CC)C1CCS(=O)(=O)C1 (stereo not drawn)	10.2	-2.4	3.3	5.0	-2.9	-0.1	3.0	4.6	0.0
C#CC1(O)CC(C)N(C)C(C)C1 (stereo not drawn)	2.6	12.9	-3.9	0.0	-2.1	-0.4	29.4	-4.8	2.4
Cc1cc2ncn(C(=O)c3c(-c4ccccc4)noc3C)c2cc1C	-8.2	11.8	-3.1	0.0	-2.1	0.4	18.5	-3.0	0.1
CC(C)Oc1snc(Cl)c1C(N)=O	2.5	13.4	-1.7	0.0	-1.3	-2.7	7.9	2.1	3.6
COc1ccc(CNC(=O)C(NC(C)=O)C(=O)Nc2ccc(OC)cc2)cc1 (stereo not drawn)	1.4	-10.5	-3.3	3.0	0.3	2.5	0.0	-15.6	-1.0
Cc1ccc(NC(=O)CSc2cn[nH]n2)cc1	5.3	4.3	-0.2	0.0	-20.5	4.7	5.2	0.9	-7.3
O=C1CCCN1CC(O)CS(=O)(=O)Cc1ccc(Cl)cc1 (stereo not drawn)	7.0	0.9	-0.7	1.0	-4.4	-1.1	9.8	-2.1	-1.2
CCOC(=O)C1(Cc2ccccc2C)CCCN(S(=O)(=O)CC)C1 (stereo not drawn)	1.7	7.2	-1.3	1.0	-3.1	-1.4	11.6	19.3	3.9
CCOC(=O)N1N=C(c2ccccc2)CC1(O)C(C)(F)F (stereo not drawn)	1.2	2.4	-3.5	0.0	0.1	-0.7	25.2	-6.5	1.6
CCN(NC(=O)C(O)(c1ccccc1)c1ccccc1)C(=O)c1ccccc1	-7.8	0.0	-2.9	0.0	-1.6	-0.9	8.8	19.2	0.8
O=C(Nc1nc(-c2ccco2)c(-c2ccco2)s1)C1CCC1	-5.8	-1.8	-0.2	0.0	7.8	0.3	9.1	8.5	2.6
O=C(COc1ccccc1F)NCc1nc2ccccc2[nH]1	3.2	-7.2	4.5	1.0	8.3	-0.7	8.4	3.1	-0.6
COc1ccc(CCN(C)CC(=O)Nc2ccc(F)c(Cl)c2)cc1OC	-3.3	10.5	0.3	0.0	1.6	-1.7	6.2	-2.0	0.2
Cc1ccc(S(=O)(=O)N2CCOCC2)cc1NC(=O)COC(=O)Cn1c(C)csc1=O	5.7	1.1	-8.1	0.0	-12.3	3.5	-19.1	-4.5	2.7
